KCNQ1 act = potentiators or activators of KCNQ1 channel, primary screen, cell-based, thallium flux, high-throughput; actives 0.35% (n = 310,000); B-score at 10 µM; Potassium voltage-gated channel subfamily KQT member 1 (Homo sapiens), P51787; CHO-K1 KCNQ1, thallium flux FluxOR fluorescence; hits give high values;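 active = fluorescence ratio B-score, a plate-corrected score, at least three library SD, with initial intensity B-score within 5 SD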
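Assay system: stable KCNQ1 CHO-K1 line; medium: assay buffer, equal DMSO in all wells; timing: 90 min dye loading and 20 min compound exposure, both at room temperature; technique: kinetic FluxOR thallium fluorescence, 10-s 1-Hz baseline, 110-s post-stimulus read; read-out basis: B score of baseline-normalized fluorescence ratio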
RGS4 block = RGS4 inhibitors, primary screen, cell-based, HEK293 M3R inducible RGS4, calcium flux; Regulator of G-protein signaling 4 (Homo sapiens), P49798; Fluo-4 calcium flux; hits give high values; triggered by carbachol at its EC20; B-score at 10 µM; actives 0.45% (n = 310,000); AID 463165, 2010;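 active = B-score, a plate-corrected calcium signal, over three deviations above library mean, with baseline fluorescence within five deviations of library mean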;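 note: RGS4 expression induced by doxycycline in cells with stable M3 receptor; B-score is computed from the integrated fluorescence ratio over baseline after carbachol; higher B-score means a larger calcium signal and so more RGS4 inhibition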
ANO1 block = TMEM16A chloride channel inhibitors, primary screen, cell-based, HTS | actives 1.2% (n = 310,000) | normalized B-score (activity score, 25-100; higher = stronger inhibition) at 10 µM | HEK293 TMEM16A/YFP iodide influx fluorescence, ionomycin | Anoctamin-1 (Mus musculus), Q8BHY3;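 active = ratio plate-corrected score three or more library SD toward inhibition, starting fluorescence score within five deviations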;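 note: score derived from kinetic fluorescence span divided by baseline fluorescence per well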
KCNK3 inh = human KCNK3 channel inhibitors, primary screen, CHO cells, FluxOR thallium flux, B-score | Potassium channel subfamily K member 3 (Homo sapiens), O14649 | FluxOR fluorescence; hits give low values | B-score at 10 µM | actives 0.84% (n = 340,000) | AID 602410, 2012;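 active = B-score under library mean minus 4 SD, starting fluorescence ratio at most library mean plus 5 SD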;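 note: more negative B-score means stronger inhibition of thallium flux through KCNK3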
MrgX1 agonist = agonists of human MrgX1 receptor, primary screen, HEK293 cells, Fluo-4 calcium flux. B-score at 10 µM. AID 588627, 2011. actives 0.44% (n = 310,000). Mas-related G-protein coupled receptor member X1 (Homo sapiens), Q96LB2. Fluo-4 calcium fluorescence, agonist mode; hits give high values;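 active = calcium response B-score plate-corrected fluorescence ratio at least 3 library SD, with starting fluorescence B-score inside 5 SD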
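System: HEK293 cells stably expressing human MrgX1 receptor; Dosing: test compound in the initial addition of three; Schedule: overnight plating, then 30 min 37 °C plus 30 min room-temperature dye loading; Detection: kinetic calcium dye fluorescence, Fluo-4 NW; Controls: per-plate positive and negative controls for Z′ factor.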
RGS4 act = RGS4 potentiators or activators, primary screen, cell-based, HEK293 M3R inducible RGS4, calcium flux; carbachol calcium flux Fluo4; hits give low values; B-score at 10 µM; actives 0.92% (n = 310,000);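 active = B-score of the integrated calcium signal more than 4 SD below the library mean, with starting fluorescence not abnormally high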;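 note: negative B-score means reduced calcium response which marks RGS4 activation or potentiation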
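Assay system: HEK293 FlpIn-TREx cells, stable M3R, doxycycline-inducible RGS4 / Probe or stimulus: carbachol, ECmax concentration / Times: overnight RGS4 induction, 30 min dye load 37 °C, 20 min compound RT / Signal: kinetic calcium fluorescence imaging with Fluo4-AM dye, 2 µM / Measure: Agonist-evoked peak-minus-minimum fluorescence over baseline, integrated ratio, B score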
KCNQ1 block = inhibitors of human KCNQ1 channel, primary screen, cell-based, thallium flux, high-throughput. actives 1.3% (n = 310,000). CHO-K1 KCNQ1, FluxOR thallium flux fluorescence; hits give high values. B-score at 10 µM. Potassium voltage-gated channel subfamily KQT member 1 (Homo sapiens), P51787;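 active = compounds whose thallium flux B-score, printed positive for inhibition, exceeds three library SD while starting fluorescence stays within three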;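 note: channel opened by potassium depolarization with thallium stimulus after 20 min compound exposure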
TMEM16A act = TMEM16A chloride channel activators or potentiators, primary screen, cell-based, HTS | actives 0.3% (n = 340,000) | AID 623877, 2012 | B-score at 10 µM | HEK293 TMEM16A/YFP-H148Q/I152L, iodide quench fluorescence; hits give low values | Anoctamin-1 (Mus musculus), Q8BHY3;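 active = fluorescence-ratio B-score plate-corrected deviation score at least 3 library SD below zero, with starting fluorescence score within 5 deviations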;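 note: channel opened by trigger with iodide after compound preincubation; score built on the fluorescence ratio of max minus min over baseline; more negative score means more quench and so TMEM16A activation or potentiation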
KCNK9 inh = KCNK9 potassium channel inhibitors, primary screen, HEK293 cells, thallium flux; FluxOR thallium flux fluorescence; hits give low values; B-score at 10 µM; actives 1.2% (n = 310,000); AID 488922, 2010;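 active = ratio B-score over 3 SD below the library mean, with starting fluorescence within 5 SD of its mean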;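 note: negative B-score means less thallium flux so channel inhibition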
MrgX1 PAM = positive allosteric modulators of MrgX1, primary screen, HEK293 cells, Fluo-4 calcium flux. AID 588675, 2011. Mas-related G-protein coupled receptor member X1 (Homo sapiens), Q96LB2. actives 0.63% (n = 310,000). B-score at 10 µM. FDSS; hits give high values;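 active = plate-corrected calcium response at least 3 library SD above typical, normal starting fluorescence, not activating the receptor alone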;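 note: compound read alongside a low EC10 to EC30 dose of BAM8-22 agonist; peak minus trough fluorescence over baseline measured at the second addition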
hERG rescue = hERG rescue from dofetilide block, primary screen, cell-based, CHO-hERG, FluxOR thallium flux, dofetilide IC70. Voltage-gated inwardly rectifying potassium channel KCNH2 (Homo sapiens), Q12809. dofetilide IC70 present. activation (rescue from dofetilide block), less the hit threshold, % at 10 µM. actives 0.51% (n = 310,000). AID 1511, 2009;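 active = activation above the mean of controls blocked by dofetilide plus 5 SD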;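 note: thallium influx through hERG after potassium depolarization seen as dye fluorescence rise; in these data hits start at about 4.7%; inactives centre near -7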
Target sequence (Q12809 whole entry, looked up): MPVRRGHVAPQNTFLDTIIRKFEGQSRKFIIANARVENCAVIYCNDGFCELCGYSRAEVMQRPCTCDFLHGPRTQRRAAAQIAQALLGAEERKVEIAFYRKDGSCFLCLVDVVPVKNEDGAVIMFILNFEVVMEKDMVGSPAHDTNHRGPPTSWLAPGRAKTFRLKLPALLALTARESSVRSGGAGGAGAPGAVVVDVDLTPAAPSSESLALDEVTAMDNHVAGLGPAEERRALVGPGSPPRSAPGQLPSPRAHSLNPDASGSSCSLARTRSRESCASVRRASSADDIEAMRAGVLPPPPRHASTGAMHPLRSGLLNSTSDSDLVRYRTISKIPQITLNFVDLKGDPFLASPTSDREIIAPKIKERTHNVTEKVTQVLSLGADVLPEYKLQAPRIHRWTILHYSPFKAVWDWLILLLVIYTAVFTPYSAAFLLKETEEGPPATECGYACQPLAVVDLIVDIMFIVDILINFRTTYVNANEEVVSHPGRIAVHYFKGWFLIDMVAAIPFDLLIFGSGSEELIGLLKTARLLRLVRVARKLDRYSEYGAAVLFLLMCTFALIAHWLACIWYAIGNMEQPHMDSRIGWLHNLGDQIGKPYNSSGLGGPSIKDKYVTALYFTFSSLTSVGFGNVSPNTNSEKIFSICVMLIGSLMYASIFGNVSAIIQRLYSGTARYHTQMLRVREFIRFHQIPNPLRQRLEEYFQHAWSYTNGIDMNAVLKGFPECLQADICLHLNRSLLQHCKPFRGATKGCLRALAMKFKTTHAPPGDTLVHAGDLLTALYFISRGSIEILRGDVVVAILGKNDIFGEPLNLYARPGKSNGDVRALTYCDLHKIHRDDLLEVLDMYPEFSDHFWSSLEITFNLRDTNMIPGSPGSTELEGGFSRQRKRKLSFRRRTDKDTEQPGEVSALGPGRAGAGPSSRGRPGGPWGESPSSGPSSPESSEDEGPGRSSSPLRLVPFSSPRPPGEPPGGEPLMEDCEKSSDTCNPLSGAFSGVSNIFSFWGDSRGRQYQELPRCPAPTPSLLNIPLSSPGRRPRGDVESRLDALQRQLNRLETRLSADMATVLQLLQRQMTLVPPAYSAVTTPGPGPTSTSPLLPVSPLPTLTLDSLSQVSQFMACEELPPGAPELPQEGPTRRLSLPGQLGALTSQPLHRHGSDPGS
Starred values were filed as active, the others as inactive; i = inactive; . = not tested or not shown. Outcome played no part in choosing rows. Share with any hit: about 6.3%.

SMILES	KCNQ1 act	RGS4 block	ANO1 block	KCNK3 inh	MrgX1 agonist	RGS4 act	KCNQ1 block	TMEM16A act	KCNK9 inh	MrgX1 PAM	hERG rescue
CCC(CC)c1nnc(NC(=O)CCN2C(=O)c3ccccc3C2=O)s1	i	i	i	i	i	i	i	i	i	i	-6
CCC(C)NC(=O)C1CCC(CNS(=O)(=O)c2cccc3nsnc23)CC1 (configuration not stated)	i	i	i	i	i	i	i	i	i	i	-8
COc1ccc(C)cc1NC(=O)Cn1cnc2sc(C)c(S(=O)(=O)N3CCOCC3)c2c1=O	i	i	i	i	i	i	i	i	i	i	-13
O=C(O)CC12CC3CC(C1)CC(n1ncc(NCc4ccccc4)c(Cl)c1=O)(C3)C2	i	i	i	i	i	i	i	i	i	i	-3
COc1ccc(-c2cc(=O)c3ccccc3n2C)cc1	i	i	i	i	i	i	i	i	i	i	-6
O=C(CNC(=O)c1cccs1)NCC(=O)OCc1ccc(F)cc1	i	i	i	i	i	i	i	i	i	i	-6
CC(C)(C#N)NC(=O)C1CCCN1S(=O)(=O)c1ccc2ccccc2c1 (configuration not stated)	i	i	i	i	i	i	i	i	i	i	-4
CCN(C(=O)COC(=O)c1cnc(C)cn1)C1CCCCC1	i	i	100*	i	i	i	i	i	i	i	-4
COc1ccc(C(=O)OCC(=O)c2ccccc2)cc1S(=O)(=O)N1CCOCC1	i	i	i	i	i	i	i	i	i	i	-7
O=C(N/N=C/c1ccco1)c1cc([N+](=O)[O-])cc([N+](=O)[O-])c1	i	i	i	i	i	i	i	i	i	i	-9
CCOC(=O)c1sc(NC(=O)/C=C/c2ccc(F)cc2)nc1C	i	i	i	i	i	i	i	i	i	i	-10
N#Cc1ccccc1Sc1ccccc1C(=O)Nc1ccccc1	i	i	i	i	i	i	i	i	i	i	-6
CCC(=C/c1sc2ccc3ccccc3c2[n+]1C)/C=C1\Sc2ccc3ccccc3c2N1C	i	i	i	i	i	i	19*	i	i	i	-12
COc1ccc(Nc2nc(N(C)c3ccccc3)nc(N)c2[N+](=O)[O-])cc1	i	i	i	i	i	i	i	i	i	i	-4
O=C(CN1C(=O)S/C(=C\C=C\c2ccccc2)C1=O)NC1CCS(=O)(=O)C1 (configuration not stated)	i	i	i	i	i	i	i	i	i	i	-6
CN(C)CC(C)(C)CNC(=O)c1cc(=O)c2ccccc2o1	i	i	i	i	i	i	i	i	i	i	-14
CC1=C(C(=O)OCC(C)C)C(c2ccsc2)C2=C(CCCC2=O)N1 (configuration not stated)	i	i	i	i	i	i	i	i	i	i	-4
O=S1(=O)CCOCCCN1Cc1ccc(Cl)cc1	i	i	i	i	i	i	i	i	i	i	-5
COC(=O)[C@H](CCSC)NC(=O)Nc1ccc(C)cc1	i	i	i	i	i	i	i	i	i	i	-6
COc1cccc(CN(C(=O)CN2C(=O)c3ccccc3S2(=O)=O)C(C(=O)NCC2CCCO2)c2ccco2)c1 (configuration not stated)	i	i	i	i	i	i	i	i	i	i	-8
COc1ccccc1N1CCN(CCCCNC(=O)c2ccc3ccccc3c2)CC1	.	.	i	i	i	.	.	i	.	i	.
CCN(CC)S(=O)(=O)c1cc(C(=O)Nc2ccccn2)ccc1C	i	i	i	i	i	i	i	i	i	i	-10
Cc1ccc2cccc(N)c2n1	i	i	i	i	i	i	i	i	i	i	-8
Cc1cccc(NC2SC(=O)N(CC(=O)O)C2=O)c1 (configuration not stated)	i	i	i	i	i	i	i	i	i	i	1
Cc1ccc(N(CC(=O)N2CCCCCC2)S(=O)(=O)c2ccccc2)cc1	i	i	i	i	i	i	i	i	i	i	-4
Cc1cccc(-c2nnc(SCC(=O)O)n2Cc2ccccc2)c1	i	i	i	i	i	i	i	i	i	i	-7
COc1ccc(F)cc1CN1CCN(C(=O)CCC(=O)Nc2nnc(CC(C)C)s2)CC1	i	i	i	i	i	i	i	i	i	i	-7
CCCN1CCC(NC(=O)CCc2nnc(Cc3cc(OC)ccc3OC)o2)CC1	i	i	i	i	i	i	i	i	i	i	-1
O=C(Cc1ccc(S(=O)(=O)N2CCOCC2)s1)Nc1ccccc1Br	i	i	i	i	i	i	i	i	i	i	-5
COc1ccc(S(=O)(=O)NC(C)C(=O)NCc2ccccn2)cc1Cl (configuration not stated)	i	i	i	i	i	i	i	i	i	i	-9
COc1ccc(/C=N/Nc2cc(C)nc(N3CCOCC3)n2)cc1OC	i	i	i	i	i	i	i	i	i	i	-8
Cc1cc(=O)oc2ccc(OCc3ccccc3)cc12	i	i	i	i	i	i	i	i	i	i	-1
COc1ccccc1C(=O)Oc1cc(N)n(S(=O)(=O)c2ccc(C)cc2)n1	i	i	i	i	i	i	i	i	i	i	-9
CCOc1cc(/C=C/C(=O)NCCc2ccc(S(N)(=O)=O)cc2)ccc1OCC(C)C	i	i	i	i	i	i	i	i	i	i	-12
O=C(O)C1CCC(CNCc2ccncc2)CC1 (configuration not stated)	i	i	i	i	i	i	i	i	i	i	-4
CCOC(=O)C1=C(O)/C(=C/c2cc(OC)c(O)c(OC)c2)SC1=Nc1ccc(OC)cc1	i	i	.	i	.	i	i	i	-9.9*	.	-1
CC(C)(C)c1cc2nc(N)nc(N)n2n1	i	i	i	i	i	i	i	i	i	i	0
c1ccc2sc(SN3CCOCC3)nc2c1	i	i	i	i	i	i	i	i	i	i	-9
O=C(Nc1cc(Cl)cc(Cl)c1)C(NCCO)c1ccccc1 (configuration not stated)	i	i	i	i	i	i	i	i	i	i	-7
O=C(NCCCN1CCCC1)c1ccc2c(c1)N(Cc1ccccc1F)C(=O)c1ccccc1S2(=O)=O	i	i	i	i	i	i	i	i	i	i	-11
COC(=O)C(N)Cc1ccc(OC)c([N+](=O)[O-])c1 (configuration not stated)	i	i	i	i	i	i	i	i	i	i	-8
CC(C)c1nc(-c2ccc([N+](=O)[O-])cc2)cs1	i	i	i	i	i	i	i	i	i	i	-10
COC(=O)c1sc2nc(C)cc(C)c2c1N	i	i	i	i	i	i	i	i	i	i	-6
Nc1cc(=O)[nH]c(=O)n1CC1CC1	i	i	i	i	i	i	i	i	i	i	-7
CC(=O)c1sc(NC(=O)C2=NN(c3ccccc3)C(=O)CC2)nc1C	i	i	i	i	i	i	i	i	i	i	-8
Cc1nn(Cc2ccccc2)c(C)c1NC(=O)CSc1nc2sc3c(c2c(=O)n1C)CCC3	i	i	i	.	i	i	i	.	i	i	-10
Cc1cc(NC(=O)CSCC(=O)OC(C)C(=O)c2cc(C)c(C)cc2C)no1 (configuration not stated)	i	i	i	i	i	i	i	i	i	i	-9
CCOC(=O)C1(Cc2ccc(OC)cc2)CCN(C(=O)CCc2cccnc2)CC1	i	i	i	i	i	i	i	i	i	i	-5
Cc1ccc(C(=O)OCCn2cc(C#N)c(=O)[nH]c2=O)cc1	i	i	i	i	i	i	i	i	i	i	-1
CCN(C(=O)COC(=O)CCc1ccccc1)c1ccccc1	i	i	i	-9.5*	i	i	i	i	i	i	-4
(list continues)
SMILES	KCNQ1 act	RGS4 block	ANO1 block	KCNK3 inh	MrgX1 agonist	RGS4 act	KCNQ1 block	TMEM16A act	KCNK9 inh	MrgX1 PAM	hERG rescue
Cn1c(=O)n(C)c2cc([N+](=O)[O-])c(N3CCN(C(=O)c4cccc(F)c4)CC3)cc21	i	i	i	i	i	i	i	i	i	i	-2
Cn1c(SCc2cccnc2)nnc1-c1c[nH]c2ccccc12	i	i	i	i	i	i	i	i	i	i	-7
CCc1nnc2cccc(Cl)n12	i	i	i	i	i	i	i	i	i	i	-3
CC(=O)N1CCN=C1SCc1ccccc1	i	i	i	i	i	i	i	i	i	i	-5
CCOCCCNC(=O)CN1C(=O)C(CC)Oc2ccccc21 (configuration not stated)	i	i	i	i	i	i	i	i	i	i	0
COc1ccc2nc(Nc3nc(CSc4nc5ccccc5s4)cc(=O)[nH]3)nc(C)c2c1	i	i	i	.	i	i	i	.	i	i	-7
COc1ccccc1NC(=O)C(=O)NCc1ccccc1Cl	i	i	i	i	i	i	i	i	i	i	-2
N#Cc1c(NC(=O)C2CC2)sc2c1CCCCC2	i	i	i	i	i	i	i	i	i	i	-8
CN(C)S(=O)(=O)Oc1cccc(C(=O)Nc2ccc(Cl)cc2)c1	i	i	100*	i	i	i	i	i	i	7.7*	-17
COc1ccc(C(=O)NNC(=O)c2ccccc2[N+](=O)[O-])cc1[N+](=O)[O-]	i	i	i	i	i	i	i	i	i	i	-3
CCOC(=O)Cc1c(C)nc2c(-c3ccccc3)c(-c3ccccc3)[nH]n2c1=O	i	i	i	i	i	i	i	i	i	i	-12
COc1ccc(CCN(C)C(=O)c2cc(S(=O)(=O)N3CCCCCC3)ccc2OC)cc1OC	i	i	i	i	i	i	i	i	i	i	-9
CCOC(=O)CN1C(=O)N[C@@H](c2cccc(C(F)(F)F)c2)[C@@H](C(=O)OC)[C@H]1C	i	i	i	i	i	i	i	i	i	i	-5
CN(C)c1ccc(C2NCC(CCl)O2)cc1 (configuration not stated)	i	i	i	i	i	i	i	i	i	i	-10
CCOC(=O)C1CCCN(C(=O)c2cc(Cl)ccc2Cl)C1 (configuration not stated)	i	i	i	i	i	i	i	i	i	i	-6

Screening data as filed in PubChem BioAssay.
